High-throughput results (PubChem BioAssay)
GLA spleen mod = alpha-galactosidase A (human) modulation. human spleen homogenate, 4MU-alpha-Gal fluorescence, 40 min. Potency, µM (highest dose often 80 µM), for inactives: at the highest dose activity change, negative = inhibition, hits mostly inhibitors. actives 0.008% (n = 240,000). AID 2107;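 also: 0% = enzyme with vehicle and -100% = no enzyme basal signal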
Target sequence (P06280 32-429 limits assumed): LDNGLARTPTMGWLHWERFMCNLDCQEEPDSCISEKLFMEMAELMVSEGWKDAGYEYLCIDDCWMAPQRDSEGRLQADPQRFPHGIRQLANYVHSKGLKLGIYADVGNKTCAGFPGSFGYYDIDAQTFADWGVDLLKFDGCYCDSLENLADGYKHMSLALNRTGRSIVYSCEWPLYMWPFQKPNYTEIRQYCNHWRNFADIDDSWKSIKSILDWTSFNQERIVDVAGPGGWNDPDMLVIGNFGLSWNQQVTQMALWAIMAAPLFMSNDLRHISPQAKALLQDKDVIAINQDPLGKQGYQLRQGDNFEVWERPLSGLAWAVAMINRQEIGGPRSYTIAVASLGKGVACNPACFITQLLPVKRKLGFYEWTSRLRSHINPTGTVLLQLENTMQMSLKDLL
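Human spleen homogenate (1 ug) was the enzyme source, with 4-methylumbelliferyl-alpha-D-galactopyranoside (1 mM final) in pH 5.0 citrate buffer with 0.01% Tween-20. Compounds were titrated; after 40 min at 37C, NaOH/glycine stop, 4-MU fluorescence read; AC50 from Hill fits.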
GAA inhib = inhibitors of human lysosomal alpha-glucosidase; P10253; purified human GAA, 4-MU-alpha-glucoside fluorescence; Potency, µM (series often up to 76.9 µM), for the others: at the highest dose activity change, negative = inhibition, usual class: inhibitors; actives 0.005% (n = 200,000); AID 1466;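 also: plate controls were uninhibited enzyme wells for no effect and no-enzyme background for full effect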
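Human alpha-glucosidase, 4 nM, pre-mixed with test compounds before 400 uM 4-methylumbelliferyl substrate; 20 min room temperature at pH 5.0. Fluorescence read after pH 10 stop; AC50 values from Hill-equation fits.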
Tau FP inhib = inhibitors of human tau fibril formation; P10636; K18 P301L tau heparin fibrillization, Alexa594 FP, 6 h; Potency, µM (doses to about 57.7 µM), without a hit: at the highest dose activity, negative = inhibition, most hits filed as inhibitors; actives 0.39% (n = 280,000); AID 1468; also: % is scaled to controls: 0 for no effect and ±100 for the full control effect; nearly all actives have a fitted effect of over 55% in size
Target sequence (P10636 561-689 P618L limits assumed): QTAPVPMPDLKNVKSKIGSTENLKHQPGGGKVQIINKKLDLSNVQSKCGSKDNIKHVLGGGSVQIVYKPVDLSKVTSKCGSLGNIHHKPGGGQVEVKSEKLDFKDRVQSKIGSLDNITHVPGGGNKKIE
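FP of Alexa 594-tau after heparin (20 uM) induction. Substrate: human K18 P301L, 15 uM unlabeled, 0.24 uM labeled. Buffer 100 mM sodium acetate pH 7. 6 hr, 37 C.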
HTT ATP protect = cytoprotection in Huntington HTT-Q103 PC12 cell model; PC12 HTT-Q103 induced, cytoprotection, ATP luminescence, 40 h; Potency, µM (highest dose often 56.4 µM), for inactives: cytoprotection (ATP increase), hits mostly activators; actives 0.14% (n = 230,000);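 also: % of control where 0% means no effect; nearly all actives have a fitted effect of over 45% in size; toxic huntingtin expression switched on by the ecdysone agonist tebufenozide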
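Huntington model: PC12 line, ecdysone-inducible HTTQ103 exon1–GFP, tebufenozide 100 nM. Test articles in a dose series. Endpoint luminescence from cellular ATP.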
Tau fluor cs = counter-screen for tau fibril formation inhibitors. tau K18 P301L Alexa594 fluorescence, heparin fibrillization. Potency, µM (highest dose often 57.7 µM), for inactives: top-dose activity change, negative = decrease. actives 0.93% (n = 280,000). AID 1463; also: % is scaled to controls: 0 for no effect and ±100 for the full control effect; nearly all actives have a fitted effect of over 55% in size
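Human K18 P301L tau (15 uM unlabeled plus 0.24 uM Alexa 594-labeled, final) in 100 mM sodium acetate pH 7 was mixed with compound and 20 uM heparin and incubated 6 hr at 37 C.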
aGlu spleen mod = lysosomal alpha-glucosidase (human) modulation; actives 0.006% (n = 240,000); human spleen homogenate, 4-MU-alpha-glucoside fluorescence; P10253; Potency, µM (top dose mostly 79.9 µM), inactives show top-dose activity change, negative = inhibition, most hits filed as inhibitors;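 also: 0% = enzyme with vehicle and -100% = no enzyme basal signal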
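AC50 values come from Hill-equation fits of concentration-response data, normalized to no-enzyme and full-activity controls. Enzyme source: 1 ug human spleen homogenate; 1 mM fluorogenic 4-MU glucoside, pH 5.0 citrate buffer, 37 C, 40 min.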
GAA glycogen = inhibitors or activators of human alpha-glucosidase glycogen cleavage | recombinant GAA, glycogen substrate, Amplex Red glucose oxidase fluorescence | P10253 | actives 0.38% (n = 300,000) | AID 2100 | Potency, µM (top dose mostly 76.4 µM), for the others: at the top dose activity change, negative = inhibition, usual class: inhibitors;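 also: 0% = full enzyme reaction and -100% = no-enzyme basal signal; the screen sought inhibitors and activators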
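Recombinant human enzyme (4 nM); glycogen substrate; 37 C, 40 min, pH 5.0. Readout: coupled glucose oxidase/Amplex Red fluorescence.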
Tau fibril ThT = blocks human tau fibril formation measured by thioflavin T; P10636; actives 2.1% (n = 270,000); Potency, µM (top dose mostly 57.4 µM), inactives show at the top dose activity, negative = inhibition, actives largely listed as inhibitors; recombinant tau K18 P301L (four-repeat tau fragment), heparin-induced fibrillization, ThT fluorescence; also: % is scaled to controls: 0 for no effect and ±100 for the full control effect; nearly all actives have a fitted effect of over 55% in size
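K18 P301L tau (15 uM + 0.24 uM Alexa 594-tagged), heparin 20 uM, NaOAc pH 7, 6 h 37 C; ThT 30 uM, 1 h RT, ex 450/em 510 nm.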
* = called active by the depositor; ? = inconclusive; · = no result given; [ ] = remark or other dose. Calls follow the shape of the dose curve; as a rule, active = well fitted curve in the direction sought with a large enough effect; inconclusive = small, poorly fitted or top-dose-only effect, or another doubt; inactive = no such curve, though single readings can be large; an effect the other way counts as inactive or inconclusive. Potency is read from the fitted curve at half-maximal effect. The order is random; about 3.3% have a hit in one of these screens.

Each structure is followed by: GLA spleen mod | GAA inhib | Tau FP inhib | HTT ATP protect | Tau fluor cs | aGlu spleen mod | GAA glycogen | Tau fibril ThT
O=C(c1ccco1)N1CCN(S(=O)(=O)c2ccc(C3CCCCC3)cc2)CC1
    -5% | -5% | 11% | 14%[10 µM] | 9% | -8% | -3% | -2%
CSc1nc2ccccc2c(=O)n1N
    7% | -3% | 1% | -3% | 1% | 0% | 5% | -8%
CCCN(CCC)S(=O)(=O)c1ccc(Cl)c([N+](=O)[O-])c1
    -2% | 2% | 2% | -28% | -29% | 0% | -14% | -15%
CCCc1nc2c(sc3nc4c(cc32)COC(C)(C)C4)c(=O)o1
    5% | -9% | -5% | -38%[inhibitor] | -11% | 0% | -14% | -12%
CC1(C)CC(=O)C2=C(C1)OC(N)=C(C#N)C21C(=O)N2CCCc3cccc1c32 (stereo not drawn)
    -8% | ? | -9% | 15%[0.074 µM] | 3% | -9% | 5% | 6%
Cc1cc(C)c2c(=O)[nH]c(SCC(=O)N3CCCCC3)nc2n1
    7% | 4% | -1% | -10% | 1% | -3% | -1% | -5%
Cc1ccc(Cn2c(SCC(=O)N/N=C/c3ccccc3OCC(=O)O)nc3ccccc32)cc1
    6% | · | 2% | 7%[10 µM] | -8% | 5% | 4% | ·
CN1CCOC(=O)/C1=N/Nc1cc(Cl)ccc1Cl
    -2% | 2% | 0% | -10% | -13% | 3% | ? | -10%
COc1cccc(NC(=O)CNC(=O)c2ccc(F)cc2)c1
    -7% | -5% | 7% | 2% | 0% | -7% | -1% | -10%
CN(Cc1ccc(-n2cccn2)cc1)Cc1nc(-c2cnccn2)no1
    0% | -4% | 0% | -30% | -2% | -12% | 14% | -9%
N#CC1=C(N)NC(=S)C(C(N)=O)C1c1ccc(Cl)cc1Cl (stereo not drawn)
    3% | 10% | -10% | ? | -4% | 0% | -22% | -15%
COc1ccc(S(=O)(=O)N2CCC(=O)N2)cc1
    -2% | 2% | -13% | -87%[inhibitor][10 µM] | -8% | -5% | -13% | -13%
c1ccc(CNc2nc3ccccc3c3nc(-c4ccccc4)nn23)cc1
    · | · | ? | · | -27% | · | 14%[76.3 µM] | 12%
CCO[C@@H]1OC(C(=O)N2CCCCCCC2)=C[C@H](C2CCCCC2)[C@H]1CCCO
    7% | · | 8% | 7%[10 µM] | -9% | -3% | -12% | -9%
Nc1ccccc1C(=O)N/N=C1/C2CN3CCN(C2)CC1(Cc1ccccc1)C3
    1% | 11% | -15% | -69%[inhibitor] | -9% | -1% | -2% | -4%
C/C(=N/NC(=O)CNC(=O)c1ccccc1F)c1ccc2c(c1)CCCC2
    -1% | 5% | -5% | -49%[inhibitor] | -7% | 7% | -3% | -8%
CC(=O)c1cnc(-c2ccccc2)s1
    -4% | 3% | 9% | -29% | -1% | -6% | 10% | -7%
COC(=O)C(N)Cc1ccc(O)cc1 (stereo not drawn)
    7% | 3% | 4% | 10% | -4% | -1% | 5% | -2%
CCn1c(SCC(=O)Nc2ccc(-c3nc4ccc(C)cc4s3)cc2)nnc1-c1ccccc1
    1% | ? | 4% | · | -14% | -20% | -2% | ?
Cc1c(NC(=O)/C(=C/c2cccs2)NC(=O)c2ccccc2)c(=O)n(-c2ccccc2)n1C
    7% | 0% | -1% | 14% | -10% | -1% | 0% | -8%
Cc1occc1-c1nnc(SCC(=O)c2ccc(Cl)cc2)n1C
    2% | -5% | -10% | -30% | -5% | -2% | 0% | ?
CCOC(=O)C1CCN(C(=O)CCN2C(=O)C3C4C=CC(C4)C3C2=O)CC1 (stereo not drawn)
    7% | -1% | -7% | 9% | -9% | 6% | 5% | 1%
CN(C)c1ccc(NC(=O)CC2NCCNC2=O)cc1 (stereo not drawn)
    -6% | -1% | 6% | 8% | 2% | -5% | -11% | -5%
CCNc1nc(Oc2ccc(=O)[nH]n2)nc(N2CCOCC2)n1
    5% | 0% | 2% | 3% | -3% | -2% | 7% | -9%
Cc1ccc(CN(Cc2cc3cc(C)ccc3[nH]c2=O)C(=O)N2CCOCC2)cc1
    -1% | ? | -2% | -26% | 5% | 10% | -10% | -3%
O=C(CSc1nc(-c2ccc(F)cc2)cc(C(F)(F)F)n1)Nc1ccc2c(c1)OCO2
    3% | 3% | -13% | -5%[1.9 µM] | -15% | 6% | -3% | 13%
O=C(CN1CCOc2ccccc21)NCc1ccc(Cl)cc1
    -2% | 2% | 7% | -12% | -25% | 2% | -4% | -10%
COc1ccc(CN2CN(C(C)C)CSC2=S)cc1
    4% | -2% | -8% | -16%[0.074 µM] | -10% | 0% | -7% | -15%
O=C1CSC(=S)N1/N=C/c1cccnc1
    1% | · | ? | · | -23% | -11% | -15% | ·
Cc1cccc(OCC(=O)N2CCN(C(=O)c3cccs3)CC2)c1
    3% | -6% | -1% | 9% | 0% | 0% | 3% | -1%
N#Cc1ccccc1CSc1nc2ccc(NC(=O)c3ccccc3C(=O)O)cc2s1
    -3% | ? | 6% | 18%[10 µM] | ? | -10% | 16% | ?
Cc1ccc(C(=O)Nc2ccccc2)cc1S(=O)(=O)Nc1ccc(Br)cc1
    · | · | 16µM* | · | ? | · | -18%[76.3 µM] | 4%
O=C(COC(=O)c1ccc(Cl)c(S(=O)(=O)N2CCCCC2)c1)NCc1ccco1
    -7% | 2% | -1% | -22% | -14% | -7% | 4% | -5%
Cc1c(Cl)cccc1NC(=O)c1ncn[nH]1
    -3% | · | 0% | -1%[10 µM] | -12% | -8% | 5% | ·
CCC(c1nnnn1Cc1ccco1)N(Cc1cc2cc(C)cc(C)c2[nH]c1=O)CC1CCCO1 (stereo not drawn)
    7% | -1% | -10% | -10% | -18% | 4% | -4% | ?
COc1ccc(/C=N/n2cnc3c([nH]c4ccccc43)c2=O)cc1CO
    14% | · | -3% | -7%[10 µM] | 3% | 5% | 3% | ·
O=C1C=C(N2CCOCC2)C2(CCCCC2)O1
    -19% | -4% | 21% | -8%[10 µM] | -24% | 3% | -16% | ?
O=C(CN(C1CC1)S(=O)(=O)c1ccc(S(=O)(=O)NC2CCCCC2)cc1)Nc1ccccc1
    0% | -22% | -13% | -17% | ? | -15% | -4% | -7%
CC(C)[C@H](NC(N)=O)C(=O)Nc1cccc([N+](=O)[O-])c1
    -12% | -2% | 0% | -38% | -4% | 13% | 4% | 2%
Cc1ccc(C(=O)C(OC(=O)CN2C(=O)c3ccccc3C2=O)c2ccccc2)cc1 (stereo not drawn)
    -14% | 2% | -1% | -7% | -27% | -1% | -3% | 1%
Cc1ccccc1-n1c(SC(C)C(=O)N2CCN(C)CC2)nc2ccccc2c1=O (stereo not drawn)
    -3% | 0% | -3% | 6% | 4% | -2% | 0% | -1%
COc1c(CO)cc(CO)cc(CO)c1=O
    -3% | · | -16% | -14% | -20% | 4% | · | ?
COC(=O)c1cccc(Cn2nc(C)c([N+](=O)[O-])c2C)c1
    -8% | -2% | -1% | -17% | -8% | -2% | -12% | -6%
CC1(C)CC2CC(C)(CN2C(=O)c2cc(-c3ccccc3O)on2)C1 (stereo not drawn)
    7% | -8%[15.4 µM] | ? | -4% | ? | -2% | -5% | -1%
COc1cccc(-c2nnc(-c3ccccc3NC(=O)c3ccc(C(C)(C)C)cc3)o2)c1
    6% | 2%[15.4 µM] | ? | 9%[10 µM] | -20% | -4% | 6% | -10%
COC(=O)/C=C/c1oc2ccccc2c1C
    0% | -4% | 12% | -14% | -1% | 4% | -2% | -7%
O=C(NCCO)C(c1ccccc1)c1ccccc1
    1% | -1% | 1% | 16% | -1% | -2% | -3% | -1%
COc1ccc(CN2CCNC(=O)C2CC(=O)O)cc1OC (stereo not drawn)
    1% | 3% | -7% | 7%[10 µM] | -1% | -3% | 3% | -9%
COc1ccc(CNC(=O)C(CC(C)C)N2Cc3ccccc3C2=O)cc1 (stereo not drawn)
    · | · | 0% | · | -9% | · | -5%[76.3 µM] | -2%
O=C(O)COc1ccc2c(c1)O/C(=C\c1cccs1)C2=O
    5% | · | 9% | -14%[10 µM] | -10% | -6% | 7% | ·
COC(=O)c1cc2occc2n1Cc1c(F)cccc1Cl
    1% | -5% | ? | -12% | -21% | 2% | -6% | ?
O=C1CC(NCC2CCCO2)C(=O)N1c1ccc(F)cc1 (stereo not drawn)
    4% | 2% | -4% | -13% | 0% | 0% | 0% | -3%
CCc1c(C)nc2ncnn2c1Nc1ccc(C#N)c(Cl)c1
    22% | -3% | -4% | -3% | 9% | 8% | 17% | 2%
Nc1nnnn1CC(=O)N/N=C/c1ccc(-c2cccc(Cl)c2)o1
    -5% | 2% | -12% | -45%[inhibitor] | -3% | -4% | -7% | 3%
COC(=O)c1ccc2c(=O)[nH]c(CSc3nnc(C(F)(F)F)n3C)nc2c1
    4% | 5% | -1% | 21%[10 µM] | 9% | 12% | -1% | 3%

Entries of single compounds as entered above. Values in the order: GLA spleen mod | GAA inhib | Tau FP inhib | HTT ATP protect | Tau fluor cs | aGlu spleen mod | GAA glycogen | Tau fibril ThT
Nc1ccccc1C(=O)N/N=C1/C2CN3CCN(C2)CC1(Cc1ccccc1)C3 as listed: 1% | 11% | -15% | -69%[inhibitor] | -9% | -1% | -2% | -4%
Cc1ccc(C(=O)C(OC(=O)CN2C(=O)c3ccccc3C2=O)c2ccccc2)cc1 (stereo not drawn) as listed: -14% | 2% | -1% | -7% | -27% | -1% | -3% | 1%
CN(Cc1ccc(-n2cccn2)cc1)Cc1nc(-c2cnccn2)no1 as listed: 0% | -4% | 0% | -30% | -2% | -12% | 14% | -9%
N#CC1=C(N)NC(=S)C(C(N)=O)C1c1ccc(Cl)cc1Cl (stereo not drawn) as listed: 3% | 10% | -10% | ? | -4% | 0% | -22% | -15%
